Compound activity from PubChem.
ERK EGF block: blocks ERK signaling stimulated by EGF; Potency, µM (highest dose often 11.5 µM), inactives show at the highest dose activity change, negative = inhibition, hits mostly inhibitors; 130,000 tested, 0.41% active; HEK293-V1b, EGF-stimulated phospho-ERK AlphaScreen; AID 1454; active = well fitted inhibition curve with a large enough effect; inconclusive = small, poorly fitted or top-dose-only effect, or effect the other way;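 also: plate controls were stimulated vehicle wells for no effect and unstimulated vehicle basal for full effect; nearly all actives have a fitted effect of over 55% in size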
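EGF-stimulated (25 nM, 5 min) phospho-ERK in HEK293 cells stably expressing V1b, cells pretreated 30 min with compound at 37C. Homogeneous AlphaScreen read on lysates.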
Numbers without * were called inactive; ? = inconclusive; & = joins results of further samples; [ ] = remark or other dose. Potency is read from the fitted curve at half-maximal effect.

ERK EGF block	compound
8.0%	COc1cc(/C=C(\NC(C)=O)C(=O)Nc2cccc(O)c2)ccc1OC(C)=O
-7.1%[57.5 µM]	[O-][n+]1onc2c1CCC(=N/O)/C2=N\Nc1ccccc1
12.1%	CC(=O)Nc1ccc(S(=O)(=O)NCC2CCC(C(=O)NC3CCCCCC3)CC2)cc1 (stereo not drawn)
-0.8%	CCCCCCC(=O)NNC(=O)c1c(O)c2ccccc2n(CC)c1=O
-1.6%	Cc1nc[nH]c(=O)c1Br
5.7%	CC(C)C(=O)Nc1cccc(NC(=O)c2cccc(F)c2)c1
8.0%	COc1ccc(N(C(=O)CSCC(=O)Nc2cc(C)on2)C(C(=O)NC2CCCCC2)c2ccc(O)c(O)c2)cc1 (stereo not drawn)
-0.4%	O=C(NC1CCN(Cc2ccccc2)CC1)c1cncc(Br)c1
5.7%	CCc1nnc(N/N=C/c2ccc(-c3ccc([N+](=O)[O-])cc3)o2)n1N
7.9%	COc1ccc(-c2[nH]n(-c3ccc([N+](=O)[O-])cc3)c(=O)c2C=NCCN2CCNCC2)cc1
-11.1%	CCC(=O)c1ccc(OCCn2cnc3ccccc32)cc1
2.0%	O=C(COC(=O)/C=C/c1ccc(Cl)cc1)Nc1ccc2c(c1)OCCO2
?	Cc1c(Cl)c([N+](=O)[O-])nn1CCCC(=O)Nc1c(C)n(C)n(-c2ccccc2)c1=O
-6.2%	O=C(O)Cc1ccc(NC(=O)CCN2C(=O)c3ccc([N+](=O)[O-])cc3C2=O)cc1
-3.3%	Cc1nnc(Sc2cc(NCCCO)c([N+](=O)[O-])c3nonc23)s1

Compounds listed so far that have an NH in an aromatic ring, in the order listed:
ERK EGF block	compound
-1.6%	Cc1nc[nH]c(=O)c1Br
7.9%	COc1ccc(-c2[nH]n(-c3ccc([N+](=O)[O-])cc3)c(=O)c2C=NCCN2CCNCC2)cc1

Following part
ERK EGF block	compound
3.6%	O=C(NCc1ccc2c(c1)OCO2)c1ccc(S(=O)(=O)N2CCOCC2)cc1
-9.5%	O=C(O)C1CC[C@@](C(=O)O)(c2ccccc2)c2ccccc21 (stereo partly drawn)
2.2%	COc1ccc(Cl)cc1NC(=O)CN(C)CC(=O)Nc1ccc(C)cc1Br
7.4%	O=C(N/N=C/c1ccc(N2CCCCC2)o1)c1ccccc1[N+](=O)[O-]
0.4%	CCc1nnc(NC(=O)CCC(=O)N2CCN(C3c4ccccc4-c4ccccc43)CC2)s1
-5.0%	Cn1c(C2=C(O)CN(c3ccccc3)C2=N)nc2ccccc21
-2.7%	CCn1cc(Cl)c(C(=O)Nc2ccc3c(c2)OCCO3)n1
1.3%	Cc1cc(NC(=O)COC(=O)c2oc3c(Cl)cccc3c2C)no1
-11.2%[57.5 µM]	COc1cccc(Cc2n[nH]c(=S)n2Cc2ccco2)c1
1.2%	CCOc1ncccc1C(=O)OCC(=O)Nc1ccc(-c2nc3ccc(C)cc3s2)cc1
5.4%	Cc1c(Cl)cccc1NC(=S)N=Nc1c(O)n(CN2CCOCC2)c2ccccc12
-2.9%	CCc1cccc(C)c1NC(=O)Nc1ccc2c(c1)OCO2
1.9%	COC(=O)C1=C(NC(=O)c2ccc(Br)cc2)CCS1
1.2%	COCc1cc(C)nc2sc(C(=O)NCCO)c(-n3cccc3)c12
-0.4%[57.5 µM]	CCCCCSc1nnc(N)s1
2.4%	COC(=O)c1cc2c(ccn2C)n1C
?	Oc1c(N=NC(=S)Nc2ccccc2F)c2ccccc2n1Cc1ccccc1F
-2.1%	COc1cccc(/C=N/NC(=O)c2cnccn2)c1
10.3%[57.5 µM]	Nc1nnnn1CC(=O)N/N=C/c1cccs1
2.0%	CN1CCN(/N=C/c2ccc(C#N)cc2)CC1
-6.9%[57.5 µM]	Oc1ccc(Cc2ccc(Cl)cc2)c(O)c1
-9.4%[57.5 µM]	Cn1ncc2c(Nc3ccc(O)cc3)nc(Cl)nc21
-4.6%	COc1ccc(-n2c(=O)[nH]c3c(C(N)=O)nc(C4CCCCC4)nc32)cc1
0.2%[57.5 µM]	O=C(COC(=O)C1CC2C=CC1C2)Nc1cccc(S(=O)(=O)N2CCOCC2)c1 (stereo not drawn)
-2.1%	CC1=C(C(=O)Nc2cccnc2)C(c2ccc(C(C)C)cc2)n2ncnc2N1 (stereo not drawn)
-6.7%	C#CCn1c(C)cc(C)c(S(=O)(=O)c2ccccc2)c1=O
?	COc1ccc(Oc2ncc3nc(-c4cccs4)c(=O)n(C)c3n2)cc1
-18.9%[57.5 µM]	O=C(O)CCC(=O)NN1C(=O)c2ccccc2NC1c1ccco1 (stereo not drawn)
9.2%[57.5 µM]	O=C(NC1CC1)C1=C[C@@H](c2csc3ccccc23)C[C@@H](OCCCCO)O1
5.3%	CC(=O)OC1c2ccccc2C(=O)N1c1ccccc1C (stereo not drawn)

Some of these compounds in order of SMILES length, descending.
ERK EGF block	compound
9.2%[57.5 µM]	O=C(NC1CC1)C1=C[C@@H](c2csc3ccccc23)C[C@@H](OCCCCO)O1
?	Oc1c(N=NC(=S)Nc2ccccc2F)c2ccccc2n1Cc1ccccc1F
5.3%	CC(=O)OC1c2ccccc2C(=O)N1c1ccccc1C (stereo not drawn)

The list continues:
ERK EGF block	compound
-1.3%	COCCNC(=O)CCc1nnc(Cc2ccc(-c3ccccc3)cc2)o1
0.7%[57.5 µM]	O=S(=O)(c1ccc(-c2cc(C(F)(F)F)on2)s1)N1CCCC1
4.9%	NC1=NC(=O)C(CC(=O)c2ccc(Cl)cc2)S1 (stereo not drawn)
10.1%	COc1ccc(OCc2cccc(C(=O)Nc3ccc(CN4CCCCC4)cc3)c2)cc1
1.1%	Cc1nn(Cc2ccc(F)cc2)c(C)c1NC(=O)c1nn(C)cc1Cl
5.2%	Nc1ccc(OCc2ccccc2)cc1
7.2%	CS(=O)(=O)CCC(C(=O)OCc1ccc(Cl)cc1)N1C(=O)c2ccccc2C1=O (stereo not drawn)
5.9%	O=C(NC1CCCCC1)N1CCN(c2ccccc2)CC1
2.6%	O=C(NN=C1CCCC1)c1cccs1
-5.0%[57.5 µM]	CCO[C@H]1OC(C(=O)N2CCCCCCC2)=C[C@@H](C2CCCCC2)[C@@H]1CCCO
1.2%	Cn1c(SCC(=O)NCCN2C(=O)CSC2=O)nnc1-c1ccccc1
-0.3%	CC(C)NC(=O)N1CC2(CCN(C(=O)c3ccncc3)CC2)C1
6.9%	Cc1nc(SCC(=O)c2cc3ccccc3oc2=O)c(C#N)c(-c2ccccc2)c1C(=O)Nc1ccccc1
-9.5%[57.5 µM]	CC1CCc2c(sc3ncnc(NCCN4CCOCC4)c23)C1 (stereo not drawn)
23.7%[57.5 µM]	CN(C)CCCNC(=O)c1ccc(=O)[nH]n1
2.6%&-16.3%	O=C(O)[C@H]1CN(CCCP(=O)(O)O)CCN1
-4.4%	CCCC1=NN(C(=O)CCc2ccccc2O)C(O)(C(F)(F)F)C1 (stereo not drawn)
-9.1%	CCOC(=O)c1ccccc1NC1c2ccccc2C(=O)N1c1ccc(C)cn1 (stereo not drawn)
-8.1%	COc1ccc2c(c1)O[C@H](c1ccc3c(c1)OCO3)[C@@H](OC(=O)NCc1ccco1)C2=O
9.5%	O=C(O)c1cccc(NC(=S)N/N=C/c2ccccn2)c1
4.1%	Cc1cccc(C)c1NC(=O)c1cn(-c2ccccc2)nc1-c1ccccc1
-1.3%	COc1ccc(-n2nnnc2SCC(=O)NCCc2ccccc2)cc1OC
-0.4%	CS(=O)(=O)c1ccc(Cl)c(NC(=O)COC(=O)c2cccc(C#N)c2)c1
-3.2%	O=c1[nH]c2cc([N+](=O)[O-])c(NCCO)c([N+](=O)[O-])c2[nH]1
-1.1%[57.5 µM]	COC(C[C@H]1O[C@H]1[C@@H](O)[C@@H](C)OCc1ccccc1)OC
-12.8%	C/C(=N\NC(=O)c1nn(C)c(C)c1Br)c1ccc(NC(=O)c2ccc(C)s2)cc1
5.2%[57.5 µM]	Cn1ncc(S(=O)(=O)Cc2ccccc2)c(Cl)c1=O
3.5%	O=C(Oc1ccc(/C=N/Nc2nc(N3CCCCC3)nc(N3CCCCC3)n2)cc1)c1ccco1
-1.4%	CCOC(=O)c1cnc2nc(SC)nn2c1N
-5.4%	O=C(Nc1c[nH]c(=O)[nH]c1=O)c1ccc([N+](=O)[O-])cc1
-6.5%	CC(=O)Oc1c(-c2ccco2)oc2ccccc2c1=O
-4.8%	CCN(C(=O)CSc1nnc2ccccn12)C1CCS(=O)(=O)C1 (stereo not drawn)
6.1%	CC(=O)N=C(N)Sc1nc2ccccc2[nH]1
9.8%[57.5 µM]	CCc1c(C(=O)OCc2ccccc2)[nH]c(C)c1C
5.0%[57.5 µM]	COc1ccc(C2/C=C\CN(C(=O)c3ccc(C)cc3)CC(=O)N2Cc2ccc(F)cc2)cc1 (stereo not drawn)
3.1%[57.5 µM]	COc1ccc(Cl)cc1C(=O)NCc1ccco1
-7.3%	O=C1Nc2ccccc2/C1=N\c1sc2c(c1C(=O)Nc1ccccc1)CCCC2
-3.4%	CN(Cc1ccccc1)S(=O)(=O)c1ccc(Cl)c(C(=O)NCc2ccc3c(c2)OCO3)c1
5.7%	COc1ccc(NC(=S)NNC(=O)Cn2nc(C(F)F)cc2C(F)F)cc1
-0.1%[57.5 µM]	Cc1ccc(-c2csc3nc(C(C)C)oc(=O)c23)c(C)c1
-6.5%	O=C1OCC2=C1C(c1ccc(F)cc1)c1cc3c(cc1N2)OCO3 (stereo not drawn)
5.6%	CCOc1ccc(-c2nc(-c3cccnc3)no2)cc1
5.1%[57.5 µM]	Cc1cc(Cl)ccc1OCCCC(=O)OCC(=O)c1c(N)n(C)c(=O)n(C)c1=O
-2.7%[57.5 µM]	O=C(NC(=O)c1c(Cl)cccc1Cl)Nc1ccc(Oc2cccnc2)nc1
3.4%	O=c1c(Cl)c(N2CCN(S(=O)(=O)c3ccccc3)CC2)cnn1-c1ccccc1

Brought forward from above: four compounds; new compounds follow.
ERK EGF block	compound
5.6%	CCOc1ccc(-c2nc(-c3cccnc3)no2)cc1
5.1%[57.5 µM]	Cc1cc(Cl)ccc1OCCCC(=O)OCC(=O)c1c(N)n(C)c(=O)n(C)c1=O
-2.7%[57.5 µM]	O=C(NC(=O)c1c(Cl)cccc1Cl)Nc1ccc(Oc2cccnc2)nc1
3.4%	O=c1c(Cl)c(N2CCN(S(=O)(=O)c3ccccc3)CC2)cnn1-c1ccccc1
4.2%	CCC(c1nnnn1Cc1ccc(F)cc1)N1CCN(C)CC1 (stereo not drawn)
-6.7%	Nc1nc(CSC(=S)N2CCOCC2)nc(Nc2ccc(F)cc2)n1
2.2%	O=C(COC(=O)c1cn(-c2ccccc2)nc1-c1cccnc1)NC1CC1
8.91µM*	Cc1ccc(Nc2ncnc3sc(C)c(C)c23)cc1
-3.9%	CC(C)Oc1cccc(C(=O)C2CCCN(Cc3cnc(N4CCCC4)s3)C2)c1 (stereo not drawn)
-4.3%	CCc1ccc(N2CC34C=CC(O3)C(C(=O)OC(C)C)C4C2=O)cc1 (stereo not drawn)
-0.2%	O=C(CCC(=O)NNC(=O)COc1ccc(Br)cc1Br)NCc1ccccc1
-5.6%	Cc1ccc(C(=O)Nc2cccnc2)cc1S(=O)(=O)N1CCCCC1
-1.4%	CCOC(=O)c1ccc2c(c1)NC(=O)C(N1CCN(c3ccc(OC)cc3)CC1)S2 (stereo not drawn)
-1.8%	NS(=O)(=O)c1ccc(CNC(=O)/C=C/c2ccc(Cl)c(Cl)c2)cc1
4.3%	CSC1=NCCN1C(=O)C12CC3CC(CC(C3)C1)C2
-14.2%[57.5 µM]	Nc1ccc2nc(SCc3ccccc3F)sc2c1
0.2%	O=C(CSc1nc2ccccc2c(=O)n1CCCO)N1CCc2ccccc21
0.6%[57.5 µM]	S=c1[nH]nc(-c2cccc(Cl)c2)n1/N=C/c1ccc(-c2ccccc2Br)o1
-4.9%	CCCCNC(=O)CSc1nc2n[nH]c(C)c2c(=N)n1-c1cccc(Cl)c1C
2.5%	CCNC(=S)N1CCN(CC(=O)Nc2ccc(Br)cc2)CC1
-11.1%	C#CCSc1[nH]c(=O)cc(C)c1C#N
1.3%[57.5 µM]	CCOC(=O)CC/C(C)=N\N=C1\SC(CC(=O)O)C(=O)N1c1ccccc1 (stereo not drawn)
6.7%	C=C(C)Cn1c(-c2cccs2)n[nH]c1=S
0.8%[57.5 µM]	CC1=C([N+](=O)[O-])C(c2ccccc2C(F)(F)F)NC(=O)N1C (stereo not drawn)
-5.9%	CN(C)C(=O)C[n+]1cccc(/C=N/O)c1
-3.1%[57.5 µM]	COc1ccccc1NC(=O)N1c2ccccc2NC(=O)CC1C (stereo not drawn)
?	N/C(=N\OC(=O)c1cccc2ccccc12)c1ccccn1
3.1%	COc1ccc(-c2csc(NC(=O)CSc3nnc(Nc4ccccc4C)s3)n2)cc1
-8.9%[57.5 µM]	O=C(C(c1ccccc1)c1ccccc1)N1CC[C@@]2(O)CCCC[C@H]2C1
-0.8%	COc1ccc(-n2c(CNC(=O)COc3ccc(Cl)cc3)n[nH]c2=S)cc1
-8.3%[57.5 µM]	CCCN(CCC)c1nc(N(CCC)CCC)[nH]c(=O)n1
12.6%[57.5 µM]	COC(=O)CCCC1=CC2=C(c3ccccc3)C(=O)C(C)(OC(=O)C3CCCC3)C(=O)C2=CN1CCCCO (stereo not drawn)
4.1%	CCN(CC)S(=O)(=O)c1cccc(-c2n[nH]c(=S)n2C)c1
8.4%	Cc1c(NC(=O)CN2C(=O)NC3(CCCC3)C2=O)c(=O)n(-c2ccccc2)n1C
-2.5%	CCN(c1ccccc1)S(=O)(=O)c1cccc(C(=O)NCC(c2cccs2)N(C)C)c1 (stereo not drawn)
0.4%	Cc1[nH]c2ccccc2c1N=Nc1cccc(C(=O)O)c1
2.8%	CC(c1ccccc1)n1cc(C(=O)NCCN2CCOCC2)nn1 (stereo not drawn)
?	COc1ccc2oc(N)c(C=O)c(=O)c2c1
-2.5%	COC(=O)c1cc(=O)nc2scc(C)n12
24.8%	O=C(NCc1ccc2c(c1)OCO2)C(=S)N1CCOCC1

Some of the compounds tested, so the mix of outcomes need not match the whole.
